E-selectin induc: E-selectin induction on HUVECs; HUVEC E-selectin immunofluorescence imaging; normalized: neutral wells 0, TNF-alpha wells 100; activation, % at 7.58 µM; actives 0.37% (n = 260,000); AID 686992;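 active means mean E-selectin-positive cell signal at least 10% of the positive control, reached in at least 60% of replicates, without over 20% cell loss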;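 further: in these data hits start at about 27%; measured in HUVEC primary endothelial cells; signal is the percent of cells scored E-selectin positive by PE staining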
Target sequence (P16581 whole entry, looked up): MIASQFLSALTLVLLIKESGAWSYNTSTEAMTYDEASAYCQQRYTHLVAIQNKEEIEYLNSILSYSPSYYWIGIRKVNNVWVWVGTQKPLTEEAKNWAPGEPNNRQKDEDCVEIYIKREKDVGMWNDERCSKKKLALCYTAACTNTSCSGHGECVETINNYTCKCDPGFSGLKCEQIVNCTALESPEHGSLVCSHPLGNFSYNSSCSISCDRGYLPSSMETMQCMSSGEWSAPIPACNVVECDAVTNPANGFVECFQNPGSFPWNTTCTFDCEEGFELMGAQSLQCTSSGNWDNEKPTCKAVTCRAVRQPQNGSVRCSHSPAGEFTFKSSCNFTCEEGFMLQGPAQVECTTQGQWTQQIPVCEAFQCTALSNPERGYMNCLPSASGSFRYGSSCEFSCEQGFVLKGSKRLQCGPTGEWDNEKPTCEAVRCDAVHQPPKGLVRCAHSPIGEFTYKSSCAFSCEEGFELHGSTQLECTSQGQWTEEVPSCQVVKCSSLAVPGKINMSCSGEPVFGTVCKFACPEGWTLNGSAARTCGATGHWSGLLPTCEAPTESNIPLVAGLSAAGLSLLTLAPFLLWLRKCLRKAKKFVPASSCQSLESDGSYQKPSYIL
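Read-out basis: % PE-positive cells; Test system: HUVEC primary endothelial cells; Technique: immunofluorescence imaging; Dosing: single-point compound dose.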
esBAF inh: SWI/SNF esBAF complex inhibition | actives 2% (n = 350,000) | mouse ES cells, Bmi1-luciferase knock-in reporter, 24 h; 100% = twice the neutral-well signal | AID 602393 | reporter increase, % at 12.5 µM; in the data active means activation above about 40%;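 further: 0% = median of the plate's neutral control wells and 100% = double that signal; a rise in the Bmi1 reporter signal indicates esBAF inhibition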
ERAP1 HTS inh: inhibitors of human ERAP1 aminopeptidase. Q9NZ08. recombinant ERAP1, Leu-AMC fluorescence, 60 min. inhibition, % at 10.7 µM. actives 0.15% (n = 340,000). AID 652197;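 active means mean replicate inhibition of at least 30%, or all replicates individually reaching that 30% level; inactive means mean below 30% and not every replicate reaching it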;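 further: 0% = neutral control wells and 100% = L-leucinethiol positive control wells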
RAD54 inh: inhibitors of human RAD54 branch migration | AID 602329 | inhibition, % at 10.4 µM | actives 0.14% (n = 360,000) | RAD54 Holliday junction branch migration, FAM/BHQ fluorescence;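 active means mean normalized replicate activity at least 40 and at least half of replicates scoring 40 or more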;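 further: 0% = median of neutral control wells and 100% = median of positive control wells; inhibitors cause a drop in the FAM fluorescence signal; in these data hits start at about 50%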
RAD52 inh: blocks human RAD52 DNA annealing. recombinant RAD52 DNA annealing, FRET fluorescence. inhibition, % at 18.7 µM. actives 0.46% (n = 360,000);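 active means every replicate showing at least 50% inhibition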
Target sequence (P43351 whole entry, looked up): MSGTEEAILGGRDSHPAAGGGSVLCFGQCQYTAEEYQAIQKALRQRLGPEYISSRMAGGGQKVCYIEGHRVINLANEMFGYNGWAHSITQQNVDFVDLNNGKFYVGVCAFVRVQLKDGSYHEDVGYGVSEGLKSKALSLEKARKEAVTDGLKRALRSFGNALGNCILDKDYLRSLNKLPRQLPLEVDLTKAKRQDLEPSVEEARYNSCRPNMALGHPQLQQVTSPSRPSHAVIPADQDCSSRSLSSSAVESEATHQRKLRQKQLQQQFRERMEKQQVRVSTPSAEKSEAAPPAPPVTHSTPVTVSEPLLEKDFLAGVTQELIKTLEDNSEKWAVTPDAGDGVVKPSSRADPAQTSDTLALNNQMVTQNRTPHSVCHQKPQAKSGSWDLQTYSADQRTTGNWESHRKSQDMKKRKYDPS
S100A4 MyoIIA: blocks human S100A4 binding to myosin IIA peptide. P26447. S100A4/TAMRA-MyoIIA peptide fluorescence polarization. inhibition, % at 10.7 µM. actives 0.14% (n = 360,000);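 active means mean inhibition of at least 70% across replicates, with every replicate also reaching that level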
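Test system – S100A4 monomer (human) · Compound – single-point compound testing · Schedule – 5 min incubation before reading · Probe or stimulus – TAMRA-labelled myosin IIA heavy-chain peptide probe, 5 nM · Benchmarks – neutral control DMSO, positive control TFP · Medium – Calcium-containing HEPES buffer, pH 7.2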
ERp5 block: blocks human ERp5 reductase activity on insulin. Q15084. ERp5 insulin aggregation, absorbance 650 nm, 90 min. inhibition, % at 9.99 µM. actives 0.05% (n = 350,000);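 active means mean replicate inhibition above about 25%, with every replicate also reaching it, limit read from the data, passing the limit was not always enough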
Xi reactivation: X-chromosome reactivation activator; actives 0.055% (n = 360,000); XiGFP mouse fibroblasts, % GFP-positive cells imaging, 3 d; cells co-treated with 5-aza-dC sensitizer; scaled so ellipticine positive control = 100%; AID 743238; activation, % at 7.58 µM;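 active means mean normalized replicate activation at least 10% and every replicate at or above 10%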;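 further: 0% = median of on-plate neutral control wells and 100% = ellipticine 6 µM median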
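System: 68-5-11 XiGFP fibroblast line | Buffer or medium: DMEM containing 5-aza-dC | Compound: Single point | Times: Compounds 3 days, fix/stain 15 min at room temperature | Benchmarks: Positive control ellipticine, 6 µM final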
* = called active by the depositor.

Cc1cccc(NC(=O)Cn2c(/C=C/c3ccccc3)nc3ccccc32)c1 was read as E-selectin induc 1.8, ERAP1 HTS inh 1, RAD52 inh -15, S100A4 MyoIIA 6, ERp5 block 6 and Xi reactivation 0.0.
O=C(NNc1nc2cc3c(cc2s1)OCCO3)c1ccc(F)cc1 was read as E-selectin induc 0.4, ERAP1 HTS inh 6, RAD52 inh -23, S100A4 MyoIIA 5, ERp5 block -3 and Xi reactivation -0.3.
Screening C[C@H](CO)N1C[C@H](C)[C@@H](CN(C)C(=O)Nc2cccc3ccccc23)OCCCC[C@H](C)Oc2ccc(NC(=O)Nc3ccc(C(F)(F)F)cc3)cc2C1=O returned E-selectin induc -0.2, esBAF inh 7, ERAP1 HTS inh -1, RAD54 inh 6, RAD52 inh 26, S100A4 MyoIIA 5, ERp5 block 15 and Xi reactivation -0.1.
CCc1cc(=O)oc2cc(OCC(=O)NCCCn3ccnc3)ccc12 was read as esBAF inh -1, ERAP1 HTS inh 0, RAD54 inh 8, RAD52 inh 14, S100A4 MyoIIA -2, ERp5 block 4 and Xi reactivation 0.0.
Screening CC(=O)NC12CC3CC(C1)CC(C(=O)OCC(=O)c1cc(C)n(C)c1C)(C3)C2 returned E-selectin induc -0.7, esBAF inh 9, ERAP1 HTS inh -2, RAD54 inh 6, RAD52 inh -40, S100A4 MyoIIA 6, ERp5 block -4 and Xi reactivation 0.4.
For CCCCN(C=O)c1c(CC)nc2ccc(C(=O)NCCOc3ccc(OC)cc3)cn12 the results were E-selectin induc -0.1, esBAF inh 0, ERAP1 HTS inh 16, RAD54 inh -11, RAD52 inh 5, S100A4 MyoIIA 5, ERp5 block 5 and Xi reactivation 0.2.
O=C(N/N=C/c1ccco1)c1[nH]ncc1Br was read as E-selectin induc 0.1, esBAF inh 13, ERAP1 HTS inh -5, RAD54 inh 3, RAD52 inh -21, S100A4 MyoIIA 0, ERp5 block 4 and Xi reactivation 0.5.
CC(=O)Nc1ncnc2c1c(-c1ccc(Cl)cc1)nn2C(C)(C)C was read as E-selectin induc 1.1, ERAP1 HTS inh -4, RAD52 inh 0, S100A4 MyoIIA 3, ERp5 block -4 and Xi reactivation 0.4.
`O=C(CCc1nnc2ccc(N3CCOCC3)nn12)Nc1ccc(F)cc1F` gave esBAF inh 0, ERAP1 HTS inh 1, RAD54 inh -5, RAD52 inh -9, S100A4 MyoIIA 5, ERp5 block -1 and Xi reactivation 0.0.
Screening COc1ccc(OC)c(S(=O)(=O)NCC(c2ccco2)N2CCc3ccccc3C2)c1 (configuration not stated) returned E-selectin induc -0.2, esBAF inh 5, ERAP1 HTS inh 3, RAD54 inh 10, RAD52 inh -19, S100A4 MyoIIA -4, ERp5 block 2 and Xi reactivation 0.2.
Screening C[C@@H]1CN([C@@H](C)CO)C(=O)Cc2cc(NC(=O)Nc3ccc(C(F)(F)F)cc3)ccc2O[C@@H]1CN(C)Cc1ccc(Cl)c(Cl)c1 returned E-selectin induc 3.8, esBAF inh 1, ERAP1 HTS inh 0, RAD54 inh 4, RAD52 inh -15, S100A4 MyoIIA 0, ERp5 block 50* and Xi reactivation -0.7.
For CN[C@H]1CCc2cc(OC)c(OC)c(OC)c2-c2ccc(OC)c(=O)cc21 the results were E-selectin induc -0.2, esBAF inh -14, ERAP1 HTS inh -1, RAD54 inh 0, RAD52 inh -11, S100A4 MyoIIA -4, ERp5 block -5 and Xi reactivation -0.1.
For COc1ccc(NCC(=O)N/N=C2\CCCC(C)C2)cc1 (configuration not stated) the results were ERAP1 HTS inh -1, RAD52 inh 3, S100A4 MyoIIA -2, ERp5 block 3 and Xi reactivation 0.1.
`CC1CN(C(=O)c2ccc(Cl)c(S(=O)(=O)NCc3ccco3)c2)CC(C)O1` (configuration not stated) gave E-selectin induc -0.4, esBAF inh -2, ERAP1 HTS inh -3, RAD54 inh 0, RAD52 inh -12, S100A4 MyoIIA -24, ERp5 block -3 and Xi reactivation 0.0.
Screening COc1cccc(CN(C)C(=O)CCN(c2ccccc2)S(=O)(=O)c2ccc(C)cc2)c1OC returned E-selectin induc -1.0, esBAF inh 16, ERAP1 HTS inh -1, RAD52 inh 14, S100A4 MyoIIA -2, ERp5 block 8 and Xi reactivation 0.1.
O=C(OCC(=O)N1CCOCC1)c1cccc(S(=O)(=O)N2CCCc3ccccc32)c1 was read as ERAP1 HTS inh 2, RAD52 inh -16, S100A4 MyoIIA -4, ERp5 block 0 and Xi reactivation 0.1.
`O=C(NCC[C@@H]1CC[C@@H](NS(=O)(=O)c2cccc(Cl)c2)[C@@H](CO)O1)c1cnccn1` gave E-selectin induc -0.2, esBAF inh 3, ERAP1 HTS inh 0, RAD54 inh 0, RAD52 inh -1, S100A4 MyoIIA 3, ERp5 block 2 and Xi reactivation 0.6.
For COC(=O)c1ccc2c(=O)n(Cc3ccc(C(=O)NCCCN4CCC(C)CC4)cc3)c(=S)[nH]c2c1 the results were E-selectin induc 1.5, ERAP1 HTS inh 2, RAD52 inh 24, S100A4 MyoIIA 1, ERp5 block 2 and Xi reactivation -0.2.
`COc1ccc(NC(=O)COc2coc(CN3c4ccccc4CC3C)cc2=O)cc1` (configuration not stated) gave E-selectin induc -0.2, esBAF inh 0, ERAP1 HTS inh -7, RAD54 inh -1, RAD52 inh -19, S100A4 MyoIIA -1, ERp5 block 1 and Xi reactivation 0.5.
For CC(=O)N1[C@H](CO)[C@@H]2c3ccccc3N(S(=O)(=O)c3cccc(C)c3)C[C@@H]21 the results were E-selectin induc 0.7, esBAF inh 2, ERAP1 HTS inh 0, RAD54 inh 5, RAD52 inh -3, S100A4 MyoIIA 6, ERp5 block 1 and Xi reactivation -0.1.

The final 4 records of the section before come first, to join the parts.
`O=C(NCC[C@@H]1CC[C@@H](NS(=O)(=O)c2cccc(Cl)c2)[C@@H](CO)O1)c1cnccn1` gave E-selectin induc -0.2, esBAF inh 3, ERAP1 HTS inh 0, RAD54 inh 0, RAD52 inh -1, S100A4 MyoIIA 3, ERp5 block 2 and Xi reactivation 0.6.
For COC(=O)c1ccc2c(=O)n(Cc3ccc(C(=O)NCCCN4CCC(C)CC4)cc3)c(=S)[nH]c2c1 the results were E-selectin induc 1.5, ERAP1 HTS inh 2, RAD52 inh 24, S100A4 MyoIIA 1, ERp5 block 2 and Xi reactivation -0.2.
`COc1ccc(NC(=O)COc2coc(CN3c4ccccc4CC3C)cc2=O)cc1` (configuration not stated) gave E-selectin induc -0.2, esBAF inh 0, ERAP1 HTS inh -7, RAD54 inh -1, RAD52 inh -19, S100A4 MyoIIA -1, ERp5 block 1 and Xi reactivation 0.5.
For CC(=O)N1[C@H](CO)[C@@H]2c3ccccc3N(S(=O)(=O)c3cccc(C)c3)C[C@@H]21 the results were E-selectin induc 0.7, esBAF inh 2, ERAP1 HTS inh 0, RAD54 inh 5, RAD52 inh -3, S100A4 MyoIIA 6, ERp5 block 1 and Xi reactivation -0.1.
Cc1ccc(S(=O)(=O)NN=C(c2ccccc2)c2cccs2)cc1 was read as E-selectin induc -0.1, esBAF inh 1, ERAP1 HTS inh 1, RAD54 inh -15, RAD52 inh -2, S100A4 MyoIIA -2, ERp5 block -4 and Xi reactivation 0.1.
`COc1ccc(CN2CCNC(=O)C2CC(=O)NCCCn2nnc3ccccc32)cc1C` (configuration not stated) gave esBAF inh -1, ERAP1 HTS inh 2, RAD54 inh -1, RAD52 inh -8, S100A4 MyoIIA -5, ERp5 block -1 and Xi reactivation 0.2.
Screening Cc1ccc(Cn2ncc3c(N4CCN(CCc5ccccc5)CC4)ncnc32)cc1 returned E-selectin induc -1.0, esBAF inh -5, ERAP1 HTS inh -5, RAD54 inh -9, RAD52 inh -6, S100A4 MyoIIA -4, ERp5 block 1 and Xi reactivation 0.4.
For CC(C)n1nnnc1SCC(=O)Nc1cccc(F)c1 the results were esBAF inh 2, ERAP1 HTS inh -1, RAD54 inh 2, RAD52 inh -5, S100A4 MyoIIA 1, ERp5 block -1 and Xi reactivation 0.2.
`O=C(C(=O)N1CCC(Cc2ccccc2)CC1)c1cccc(Br)c1` gave E-selectin induc -0.2, RAD52 inh -22, S100A4 MyoIIA -6, ERp5 block -7 and Xi reactivation 0.0.
Screening C/C=C/c1ccc([C@@H]2[C@H]3CN(CCC(F)(F)F)CCCCN3[C@H]2CO)cc1 returned E-selectin induc -0.2, esBAF inh 0, ERAP1 HTS inh -2, RAD54 inh 0, RAD52 inh 10, S100A4 MyoIIA -9, ERp5 block 6 and Xi reactivation 0.0.
`O=C(C1=C[C@H](c2coc3ccccc3c2=O)C[C@H](OCc2ccc(CO)cc2)O1)N1CCN(Cc2ccc3c(c2)OCO3)CC1` gave E-selectin induc 0.1, esBAF inh -4, ERAP1 HTS inh -3, RAD54 inh 0, RAD52 inh -24, S100A4 MyoIIA 0, ERp5 block -4 and Xi reactivation -0.7.
`Cc1noc(C)c1NC(=O)N(C)C[C@@H]1Oc2c(NC(=O)Nc3ccc4c(c3)OCO4)cccc2C(=O)N([C@H](C)CO)C[C@@H]1C` gave E-selectin induc 0.1, esBAF inh 1, ERAP1 HTS inh -3, RAD54 inh -15, RAD52 inh -1, S100A4 MyoIIA 2, ERp5 block -4 and Xi reactivation 0.1.
O=C(NCc1cccc(Cl)c1)c1cccnc1 was read as esBAF inh -7, ERAP1 HTS inh -2, RAD54 inh 0, RAD52 inh -4, S100A4 MyoIIA 6 and ERp5 block 2.
Screening CCS(=O)(=O)Nc1ccc2c(c1)C(=O)N(C)[C@H]1CC[C@@H](CC(=O)NCCCN3CCOCC3)O[C@H]1CO2 returned E-selectin induc 4.3, esBAF inh 9, ERAP1 HTS inh -2, RAD54 inh -1, RAD52 inh -8, S100A4 MyoIIA 5, ERp5 block 3 and Xi reactivation 0.0.
Screening CCCS(=O)(=O)N1CCN(Cc2c[nH]c3ccccc23)CC1 returned esBAF inh 2, ERAP1 HTS inh -7, RAD52 inh -38, S100A4 MyoIIA -2, ERp5 block -2 and Xi reactivation 0.0.
`Cc1cc(C)c(C(=O)OCC(=O)Nc2cccc(S(=O)(=O)N3CCCCC3)c2)c(C)c1` gave esBAF inh -4, ERAP1 HTS inh -1, RAD54 inh 8, RAD52 inh -10, S100A4 MyoIIA -2, ERp5 block -7 and Xi reactivation 0.4.
O=C(CCCN1CCOC(c2ccccc2)C1)c1ccc(F)cc1 (configuration not stated) was read as E-selectin induc 0.0, esBAF inh -1, ERAP1 HTS inh 0, RAD54 inh 11, RAD52 inh 10, S100A4 MyoIIA -2, ERp5 block 4 and Xi reactivation 0.4.
`CCc1nnc(NC(=O)CCC(=O)N2CCN(S(=O)(=O)c3cc(Cl)ccc3OC)CC2)s1` gave esBAF inh -4, ERAP1 HTS inh 1, RAD54 inh -13, RAD52 inh -1, S100A4 MyoIIA 11, ERp5 block 0 and Xi reactivation 0.1.
CCNc1nc(NC(C)C)nc(SCCOC(=O)c2ccccc2)n1 was read as esBAF inh 9, ERAP1 HTS inh 5, RAD54 inh -3, RAD52 inh 3, S100A4 MyoIIA -2, ERp5 block -3 and Xi reactivation 0.1.
`Cc1ccc(S(=O)(=O)N(C)C[C@H]2Oc3ccc(NS(C)(=O)=O)cc3CC(=O)N([C@@H](C)CO)C[C@@H]2C)cc1` gave E-selectin induc 0.1, esBAF inh -2, ERAP1 HTS inh -4, RAD54 inh 15, RAD52 inh -8, S100A4 MyoIIA 2, ERp5 block -1 and Xi reactivation 0.1.
`O=C(CCOc1ccccc1)Nc1ccc([N+](=O)[O-])cc1` gave esBAF inh 15, ERAP1 HTS inh 6, RAD54 inh 3, RAD52 inh -11, S100A4 MyoIIA -8, ERp5 block 3 and Xi reactivation 0.2.

High-throughput results: PubChem, Broad Institute
